Screening data deposited in PubChem BioAssay by National Center for Advancing Translational Sciences (NCATS).
TCR activator: T cell receptor activation; Potency, µM (top dose mostly 9.22 µM), inactives show at the top dose activation of IL-2 secretion, usual class: activators; 330,000 tested, under 10 active; primary human leukocytes, anti-CD3, IL-2 HTRF, 48 h; note: % of control where 0% means no effect
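Activity was scored as IL-2 release from primary human leukocytes given only a TCR signal (a-CD3 beads) plus compound for 48 hr. Detection used a two-antibody HTRF format read at 665nm.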
TSHR antagonist: antagonists of human thyroid stimulating hormone receptor. AID 504810. 330,000 compounds, 0.2% hits. P16473. activity change, negative = inhibition, % at 11.5 µM. TSHR-expressing cells, TSH-stimulated cAMP HTRF, 2 h; stronger effect = lower value;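 active = activity change below a set negative limit, meaning inhibition stronger than a set level, cut at about -70% in these data; inconclusive = activity change between two set negative limits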; note: % is set by controls: 0 for no effect and ±100 for the full control effect
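Cell-based HTRF cAMP assay; TSHR cells + compound, TSH EC80 (4nM final), 2 h, 37 deg C. Lysis with anti-cAMP cryptate and cAMP-d2, 30 min RT, read 665/620 nm.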
Mito fusion act: blocks mitochondrial division or promotes mitochondrial fusion; 320,000 compounds, 0.23% hits; S. cerevisiae fusion-defective mutant growth rescue, CellTiterGlo 48 h; Potency, µM (titrated, usually from 46.1 µM), for the others: at the highest dose growth rescue (activation), hits mostly activators;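 note: potency is the fitted concentration of half-maximal effect; % of control where 0% means no effect; nearly all actives have a fitted effect of over 45% in size; temperature-sensitive fusion mutants such as fzo1-1 at 37 °C on non-fermentable ethanol glycerol medium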
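S. cerevisiae fusion-defective temperature-sensitive mutants (e.g. fzo1-1, mgm1-5) grown 48 h at 37C in YPEG (ethanol/glycerol non-fermentable) medium with 23 nl compound per well; growth rescue read as CellTiterGlo luminescence.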
MBNL1 CUG block: MBNL1-poly(CUG) RNA binding inhibition; Q9NR56; TR-FRET MBNL1-His/biotin-(CUG)12 binding, 665/545 ratio; Potency, µM (top dose mostly 57.5 µM), without a hit: at the top dose activity change, negative = inhibition, usual class: inhibitors; 280,000 compounds, 0.036% hits; AID 2675; active = well fitted inhibition curve with a large enough effect in the signal ratio, with a control signal flat, not every such curve was filed as active; inconclusive = small, poorly fitted or top-dose-only effect, or effect the other way, or a change in a side signal; inactive = no such curve, though single readings can be large or run the other way; the % refers to the signal ratio; note: potency is the fitted concentration of half-maximal effect; % is set by controls: 0 for no effect and ±100 for the full control effect
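TR-FRET readout: Ex 340 nm, 665/545 nm emission ratio, normalized to buffer-only (basal) and MBNL1-(CUG)12 controls. Complex of MBNL1-His with Biotin-(CUG)12, compounds 92 nM–58 uM, incubated 60 min at room temperature.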
AT treatment: potential ataxia-telangiectasia treatment; […] A-T fibroblasts, KAP-1 phosphorylation AlphaLISA; neocarzinostatin DNA damage 30 min before lysis; Potency, µM (series often up to 57.5 µM), inactives show at the top dose activation, hits mostly activators; AID 485349; 320,000 compounds, 0.19% hits; note: potency is the fitted concentration of half-maximal effect; % of control where 0% means no effect; nearly all actives have a fitted effect of over 45% in size
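hTERT-immortalized A-T patient fibroblasts ([…]), 500 cells/well in OPTI-MEM, 1% FBS, got compounds for 60 min, then NCS for 30 min at 37C. Lysates were then assayed for phospho-KAP-1 by AlphaLISA (anti-pKAP1 donor, anti-KAP1 acceptor beads), 6 hr at 25C.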
S-ASM inh: inhibitors of human secretory acid sphingomyelinase; P17405; placental ASM, HMU-PC fluorogenic substrate, 60 min; Potency, µM (titrated, usually from 57.5 µM), for the others: top-dose activity change, negative = inhibition, usual class: inhibitors; 340,000 compounds, 0.006% hits; AID 504937; note: potency is the fitted concentration of half-maximal effect
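HMU-PC0 cleavage (9 uM final) by human placental ASM, 60 min at 37 °C following 10 min compound exposure at RT; stopped at pH 10, fluorescence Ex 386/Em 447 nm.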
CXXC DNA block: inhibitors of human MLL CXXC domain-DNA interaction; Q03164; AID 2662; 290,000 compounds, 0.037% hits; Potency, µM (doses to about 115 µM), inactives show at the top dose activity change, negative = inhibition, usual class: inhibitors; MLL-CXXC / FITC-HOXA9 DNA fluorescence polarization; active = well fitted inhibition curve with a large enough effect in the polarisation, with a control signal flat, not every such curve was filed as active; inconclusive = small, poorly fitted or top-dose-only effect, or effect the other way, or a change in a side signal; inactive = no such curve, though single readings can be large or run the other way; the % refers to the polarisation; note: potency is the fitted concentration of half-maximal effect
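Fluorescence polarization: 7 uM MLL-CXXC (stock) preincubated 5 min with compounds, then 50 nM fluorescein-HOX-A9 DNA (stock) added; 30 min ambient. Buffer 50 mM Tris-HCl pH 7.5, 50 mM NaCl, 1 mM DTT, 0.05% BSA.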
PTAP TSG101 blk: blocks PTAP/TSG101 interaction to inhibit HIV-1 budding | Q99816 | Fluorescence polarization, FITC-PTAP peptide / Tsg101 binding | Potency, µM (highest dose often 115 µM), inactives show at the top dose activity change, negative = inhibition, usual class: inhibitors | 340,000 tested, under 10 active; active = well fitted inhibition curve with a large enough effect in the main read-out, with a control signal flat, not every such curve was filed as active; inconclusive = small, poorly fitted or top-dose-only effect, or effect the other way, or a change in a side signal; inactive = no such curve, though single readings can be large or run the other way; note: potency is the fitted concentration of half-maximal effect; % of control where 0% means no effect
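Fluorescence polarization binding of Tsg101 binding domain (10 uM final) to FITC-labeled PTAP peptide (50 nM final) in HEPES pH 7.5 buffer with NaCl, Tween 20, EDTA, TCEP. Compounds added before peptide; binding 20 min at RT.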
Menin MLL FP TR: displaces Texas Red mutant MLL peptide from human menin; O00255; Menin + Texas Red MLL mutant peptide, fluorescence polarization; Potency, µM (titrated, usually from 61.6 µM), for inactives: at the highest dose FP activity change, negative = inhibition, actives largely listed as inhibitors; 270,000 compounds, 0.23% hits; active = well fitted inhibition curve with a large enough effect in the polarisation, with a control signal flat, not every such curve was filed as active; inconclusive = small, poorly fitted or top-dose-only effect, or effect the other way, or a change in a side signal; inactive = no such curve, though single readings can be large or run the other way; the % refers to the polarisation; note: potency is the fitted concentration of half-maximal effect; % of control where 0% means no effect; many of its hits are not listed in these tables
a7 integrin act: activators of alpha7 integrin expression for muscular dystrophy | alpha7betagal myoblasts, beta-gal FDG fluorescence, 48 h | Potency, µM (top dose mostly 38.3 µM), for the others: at the highest dose activation, most hits filed as activators | 350,000 compounds, 0.064% hits;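 note: potency is the fitted concentration of half-maximal effect; 100% = response of the positive control SU9516; nearly all actives have a fitted effect of over 60% in size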
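Alpha7betagal+/- myoblasts (passage 13) were plated 16-24 hr, then exposed to compounds (1:260 dilution of DMSO stock) for 48 hours at 37C. After MPER lysis, β-galactosidase reporter activity was read as FDG fluorescence (ex 480/em 540) after 30 minutes.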
Numbers without * were called inactive; u = inconclusive; x = not tested or not shown; [ ] = dose if it differs, or a comment. Unless noted, calls come from the whole dose curve; as a rule, active = well fitted curve in the direction sought with a large enough effect; inconclusive = small, poorly fitted or top-dose-only effect, or another doubt; inactive = no such curve, though single readings can be large; an effect the other way counts as inactive or inconclusive. Not all compounds are listed (hit frequency here may not be typical).

SMILES	TCR activator	TSHR antagonist	Mito fusion act	MBNL1 CUG block	AT treatment	S-ASM inh	CXXC DNA block	PTAP TSG101 blk	Menin MLL FP TR	a7 integrin act
CC(C)c1csc(CN2CCN(Cc3ccc(F)cc3)C(CCO)C2)n1 (stereo not drawn)	6%	12	-6%	-6%	13%	5%	-11%	-2%	-7%	-5%
Cc1ccc(CC(=O)NC2CCN(C)CC2)cc1	-3%	8	2%	-4%	5%	3%	9%	0%	-8%	-4%
O=C(O)CCNS(=O)(=O)c1ccc2c(c1)OCCCO2	-4%	-4	1%	-3%	1%	-5%	0%	-8%	23%	25%
O=C(N/N=C/c1ccccn1)c1ccc(Br)o1	-19%	44	0%	7%	-5%	0%	-7%	-7%	-15%	10%
Cc1c(NC(=O)C2(c3ccccc3)CCOCC2)c(=O)n(-c2ccccc2)n1C	-2%	-6	-2%	2%	1%	1%	11%	-5%	5%	-22%
CC(C)c1cc(CNC(=O)c2cc(COc3cncc(Cl)c3)on2)on1	13%	-3	-2%	-5%	-1%	6%	0%	1%	-4%	u
Cc1c(-n2cc(C(=O)c3cc(F)ccc3O)cc(C#N)c2=O)c(=O)n(-c2ccccc2)n1C	11%	0	u	u	-1%	0%	u	-1%	-8%	-9%
Cc1ccc(C(=O)Nc2ncccc2S(=O)(=O)c2ccccc2)cc1	0%	-3	-17%	5%	3%	0%	7%	1%	u	-9%
Cc1oc(-c2ccccc2F)nc1CS(=O)CC(=O)NC1CCCCC1 (stereo not drawn)	-2%	-2	-1%	5%	-4%	2%	x	-8%	-16%	20%
Cc1oc2c(CN3CCCC3)c(O)ccc2c(=O)c1Oc1ccccc1Br	-7%	23	-5%	18%	2%	338%[activator]	-2%	-8%	-10%	5%
Cn1cc([N+](=O)[O-])c(C(=O)N2CCN(Cc3ccc4c(c3)OCO4)CC2)n1	10%	-47	4%	-2%	1%	4%	3%	-4%	x	12%
COCCn1c(-c2ccccc2)nc(=S)c2c1CC(C)(C)OC2	4%	2	-2%	-1%	6%	-1%	-10%	-5%	15%	-11%
COc1cc(CC(=O)OCC(=O)Nc2sccc2C(N)=O)cc(OC)c1OC	4%	-16	-6%	5%	3%	-1%	1%	0%	u	-37%
Cc1c(NS(=O)(=O)CC23CCC(CC2=O)C3(C)C)c(=O)n(-c2ccccc2)n1C (stereo not drawn)	4%	-5	1%	-1%	12%	2%	-3%	-1%	2%[11.7 µM]	10%
CCOc1ccc(NC(=O)CN(C)CC(=O)Nc2ccc(Br)cc2F)cc1OCC	6%	-5	-6%	0%	8%	-2%	-4%	0%	4%	17%
CCNc1nn2ccccc2c1/C=C(\C#N)C(=O)OCC	-7%	-7	6%	u	-1%	12%	14%	0%	0%	-5%
CN(C(=O)CN1CCCCCC1)c1c(N)n(Cc2ccccc2)c(=O)[nH]c1=O	3%	-6	2%	x	-2%	25%	x	-2%	x	-2%
COc1cccc(CN2CCN(C3CSCCSC3)CC2CCO)c1 (stereo not drawn)	-4%	25	-7%	-4%	-4%	1%	1%	4%	-7%	9%
C/C(CC(=O)Nc1ccc(Cl)cc1Cl)=N\NC(=O)c1ccncc1	0%	4	-11%	12%	-11%	-2%	-6%	-2%	x	-3%
Cc1ccc(-c2cc(C(=O)Nc3nn[nH]n3)c3ccccc3n2)cc1	-1%	-6	1%	-10%	-3%	1%	-5%	-2%	49%[activator]	5%
Cc1ccc(Oc2ncccc2N)c2c1CCC2	0%	4	-7%	-14%	-2%	3%	-15%	-4%	x	-7%
Clc1cccc(-c2nnc(-c3ccccc3)o2)c1	10%	-6	2%	-6%	-6%	0%	-1%	0%	-10%	0%
COc1ccc(OC)c(C(=O)c2ccc(C(=O)N3CCN(Cc4csc(C)n4)CC3)cc2)c1	2%	8	-2%	-2%	2%	5%	-3%	-1%	-9%	-9%
CC(C)CCNC(=O)C1CCN(S(=O)(=O)c2ccc3c(c2)CC(C)N3C(=O)C2CC2)CC1 (stereo not drawn)	-9%	6	-4%	-1%	5%	2%	12%	1%	-12%	0%
O=C(NCc1ccccc1)C1=C[C@@H](c2coc3ccccc3c2=O)C[C@@H](OCc2ccc(CO)cc2)O1	-1%	-10	-2%	26%	1%	-1%	7%	3%	-4%	-2%

One compound at a time, as listed above. Values in the order: TCR activator	TSHR antagonist	Mito fusion act	MBNL1 CUG block	AT treatment	S-ASM inh	CXXC DNA block	PTAP TSG101 blk	Menin MLL FP TR	a7 integrin act
Profile of Cc1c(NC(=O)C2(c3ccccc3)CCOCC2)c(=O)n(-c2ccccc2)n1C = -2%	-6	-2%	2%	1%	1%	11%	-5%	5%	-22%
Profile of CCNc1nn2ccccc2c1/C=C(\C#N)C(=O)OCC = -7%	-7	6%	u	-1%	12%	14%	0%	0%	-5%

The listing continues.
SMILES	TCR activator	TSHR antagonist	Mito fusion act	MBNL1 CUG block	AT treatment	S-ASM inh	CXXC DNA block	PTAP TSG101 blk	Menin MLL FP TR	a7 integrin act
CCCC(=O)Nc1cc(C)c(NC(=O)c2ccco2)cn1	x	-5	0%	-6%	9%	-2%	5%	1%	0%	14%
C[C@@H](NC(=O)c1[nH]cnc1C(=O)Nc1ccc(Cl)cc1)c1ccccc1	-1%	-12	-28%	x	7%	-16%	x	-7%	x	-40%
COc1cccc(NC(=O)COc2ccc(Br)c(C)c2)c1	-5%	-1	4%	-10%	3%	-5%	18%	1%	23%	0%
COc1ccc(C2C(C(=O)NCc3ccccn3)c3ccccc3C(=O)N2C)cc1OC (stereo not drawn)	-7%	33	4%	-11%	1%	0%	0%	-8%	5%	-8%
N#Cc1ccccc1NC(=O)CSc1nnc(-c2ccncc2)o1	5%	21	-4%	-14%	-2%	1%	11%	-1%	-3%	2%
Brc1cccc(OCCCN2CCCCCC2)c1	1%	15	7%	-2%	-4%	2%	32%[activator]	0%	u	-44%
CCN1C(=O)C(CC(=O)Nc2ccc(OC)cc2)N(Cc2cccnc2)C1=S (stereo not drawn)	-3%	5	-2%	-2%	-8%	0%	-1%	0%	8%	4%
Cc1cc(C)c2cc3c(N)c(C(=O)Nc4c(C)[nH]c(=O)[nH]c4=O)sc3nc2c1	-3%[46.1 µM]	27	8%	u	9%	16%	u	23%	7%	-3%
C=CCCC1(C)C(=O)N(c2ccccc2)c2ccccc21 (stereo not drawn)	2%[46.1 µM]	1	u	-8%[11.5 µM]	5%	x	-3%	-1%	-10%	3%
Cc1n[nH]c(=O)c2c(NC(=O)COC(=O)/C=C/c3cccc(C(F)(F)F)c3)oc(C)c12	-56%	4	1%	x	-1%	-5%	x	0%	x	-23%
COc1ccc(OCc2nn3c(Cn4cnc5ccccc54)nnc3s2)cc1	x	-8	1%	7%	3%	u	-5%	-3%	-18%	-41%
C/C(=N\NC(=S)NC(C)C)c1ccc(Cl)s1	-8%[46.1 µM]	34	7%	-22%	9%	-3%	-14%	-4%	5%	-1%
Cc1ccc(S(=O)(=O)NCc2ccccc2)cc1C(=O)N1CCCC(C(F)(F)F)C1 (stereo not drawn)	2%	-6	13%	x	3%	0%	x	-4%	x	0%
COc1cc(Cl)c(C)cc1NC(=O)CSc1nnc(CN2CCCC2)o1	9%	x	x	x	15%	6%	x	1%	x	-9%
CCCCOc1ccc(C(=O)OCC(=O)NC2CCCC2)cc1	-4%	-3	-5%	-2%	17%	-7%	5%	-1%	-26%	-41%
CCN(CC)S(=O)(=O)c1cc(Cl)ccc1OC	-5%	10	-3%	-4%	-9%	2%	23%	-5%	-15%	5%

Some values from above.
Value of Cc1n[nH]c(=O)c2c(NC(=O)COC(=O)/C=C/c3cccc(C(F)(F)F)c3)oc(C)c12 in TCR activator: -56%
Value of N#Cc1ccccc1NC(=O)CSc1nnc(-c2ccncc2)o1 in a7 integrin act: 2%
Value of CCN(CC)S(=O)(=O)c1cc(Cl)ccc1OC in AT treatment: -9%
Value of Cc1ccc(S(=O)(=O)NCc2ccccc2)cc1C(=O)N1CCCC(C(F)(F)F)C1 (stereo not drawn) in a7 integrin act: 0%
Value of CCCCOc1ccc(C(=O)OCC(=O)NC2CCCC2)cc1 in CXXC DNA block: 5%
